# High-throughput results: PubChem BioAssay, Broad Institute
# EWS-Fli inh: EWS/Fli transcriptional activity inhibition | inhibition, % at 12.6 µM | AID 651661 | actives 0.67% (n = 350,000) | A673 NR0B1-luciferase reporter, viability-normalised;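 active = mean inhibition of at least 50% after viability correction, with every replicate also passing that limit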;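 also: firefly luciferase signal divided by Alamar Blue viability fluorescence both relative to DMSO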
# ERAP1 inh: blocks human ERAP1 aminopeptidase activity; inhibition, % at 10.7 µM; actives 0.15% (n = 340,000); AID 652197; Q9NZ08; recombinant ERAP1, Leu-AMC fluorescence, 60 min;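 active = mean replicate inhibition of at least 30%, or all replicates individually reaching that 30% level; inactive = mean below 30% and not every replicate reaching it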;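 also: 0% = neutral control wells and 100% = L-leucinethiol positive control wells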
# Target sequence (Q9NZ08 whole entry, looked up): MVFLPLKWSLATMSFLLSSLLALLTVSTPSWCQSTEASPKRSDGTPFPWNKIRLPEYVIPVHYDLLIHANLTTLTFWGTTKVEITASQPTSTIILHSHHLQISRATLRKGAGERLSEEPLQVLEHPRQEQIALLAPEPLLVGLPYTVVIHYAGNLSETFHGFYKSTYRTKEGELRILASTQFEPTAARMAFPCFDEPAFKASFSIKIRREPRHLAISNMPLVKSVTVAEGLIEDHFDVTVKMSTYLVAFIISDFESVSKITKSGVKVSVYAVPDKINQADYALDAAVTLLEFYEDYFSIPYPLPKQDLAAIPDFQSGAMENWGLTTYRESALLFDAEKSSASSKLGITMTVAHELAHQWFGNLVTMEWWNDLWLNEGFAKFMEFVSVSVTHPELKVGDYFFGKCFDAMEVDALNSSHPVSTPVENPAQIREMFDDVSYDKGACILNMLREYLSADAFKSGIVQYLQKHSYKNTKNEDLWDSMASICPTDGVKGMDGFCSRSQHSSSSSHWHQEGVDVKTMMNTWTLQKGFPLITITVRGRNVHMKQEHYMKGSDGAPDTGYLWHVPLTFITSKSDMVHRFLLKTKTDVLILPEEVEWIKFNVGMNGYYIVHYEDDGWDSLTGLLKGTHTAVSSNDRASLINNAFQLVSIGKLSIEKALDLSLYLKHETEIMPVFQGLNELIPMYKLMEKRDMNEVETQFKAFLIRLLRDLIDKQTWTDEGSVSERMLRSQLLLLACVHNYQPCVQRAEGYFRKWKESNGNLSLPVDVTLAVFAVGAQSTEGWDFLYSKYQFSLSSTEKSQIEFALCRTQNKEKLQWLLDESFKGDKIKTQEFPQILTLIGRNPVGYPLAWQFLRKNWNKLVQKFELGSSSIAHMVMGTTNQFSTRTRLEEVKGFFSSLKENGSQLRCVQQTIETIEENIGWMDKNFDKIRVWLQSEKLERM
# PAX8 reporter: inhibitors of PAX8 transcriptional activity in RMG-I cells; actives 1.2% (n = 360,000); RMG-I TPO-luciferase reporter, SteadyGlo, 24 h; inhibition, % at 12.6 µM;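 active = mean replicate inhibition at least 60% with every replicate also reaching 60%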;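 also: luciferase light reporting Pax8 driven TPO promoter activity; plate controls were median of neutral control wells for no effect and mitoxantrone controls for full effect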
# FN deposition inh: fibronectin deposition inhibition; AH1F fibroblasts, Alexa488-fibronectin deposition fluorescence, overnight; inhibition, % at 12.6 µM; actives 0.086% (n = 350,000);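 active = mean inhibition across replicates of 30% or more, regardless of how many single replicates reach that level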;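 also: positive control wells lacked labelled fibronectin entirely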
#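 Material: AH1F fibroblast monolayer depositing Alexa488-labelled fibronectin into matrix / Amount: 10000 AH1F cells per well / Signal: fluorescence 485/525 nm / Medium: DMEM, 2% serum / Compound: single dose, pinned / Incubation: 1 h cell adhesion before compound, then overnight fibronectin incubation / Reagent: Alexa488-FN, 24 nM final / Read-out: inhibition of fibronectin deposition signal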
# PGC1a acetyl inh: lowers PGC1a acetylation signal in U2OS cells; AlphaScreen anti-acetyl-lysine; with virally co-expressed GCN5 acetyltransferase; inhibition, % at 15.6 µM; actives 0.17% (n = 350,000);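 active = every replicate shows inhibition of at least 40%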;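 also: 0% = neutral control wells and 100% = positive control wells; some results beyond the cut were filed as inactive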
# PglD inh: inhibitors of Campylobacter jejuni PglD acetyltransferase; AID 602405; purified PglD enzyme, DTNB colorimetric CoA detection; actives 0.098% (n = 360,000); inhibition, % at 12.5 µM; in the data active = inhibition above about 16%, passing the limit was not always enough; also: strong numbers were not always called active
# LGR2 antag: Drosophila LGR2 receptor signaling inhibition. HEK293 LGR2, CRE-luciferase, bursicon-stimulated, 4 h. inhibition, % at 9.99 µM. actives 0.35% (n = 380,000);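 active = drop in luminescence signal, shown as inhibition above about 50% in the replicate tests, limit read from the data, passing the limit was not always enough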;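 also: agonist challenge used bursicon conditioned medium at about half maximal strength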
# S100A4 MyoIIA: inhibitors of human S100A4 binding to myosin IIA peptide; actives 0.14% (n = 360,000); S100A4/TAMRA-MyoIIA peptide fluorescence polarization; AID 652163; inhibition, % at 10.7 µM;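 active = mean inhibition of at least 70% across replicates, with every replicate also reaching that level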
# Target sequence (P26447 whole entry, looked up): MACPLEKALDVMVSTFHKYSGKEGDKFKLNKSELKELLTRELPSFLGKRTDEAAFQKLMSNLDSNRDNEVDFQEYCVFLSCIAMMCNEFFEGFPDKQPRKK
#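 Test system: S100A4 monomer protein; Medium: HEPES pH 7.2 with CaCl2, KCl, NaCl, DTT, Triton; Probe or stimulus: TAMRA-labelled myosin IIA heavy-chain peptide probe, 5 nM; Doses: one dose per compound; Times: polarization read 5 min after assay mix addition, stable 5–60 min; Benchmarks: neutral control DMSO, positive control TFP.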
# The depositor's hits bear a star; nt = no result given; & = joins results of further samples.
SMILES,EWS-Fli inh,ERAP1 inh,PAX8 reporter,FN deposition inh,PGC1a acetyl inh,PglD inh,LGR2 antag,S100A4 MyoIIA
Cc1cccc2cc(CN(Cc3cccs3)S(=O)(=O)c3ccc4c(c3)OCCO4)c(=O)[nH]c12,-5,2,5,1,nt,nt,6,-1
CO[C@@H]1CN(C)C(=O)c2cc(NC(=O)C3CC3)ccc2OC[C@@H](C)N(C(=O)NC(C)C)C[C@@H]1C,7,nt,-3,-1,-9,nt,19,nt
Nn1c(C2CCCCC2)nc2ccccc2c1=O,7,nt,7,1,0,-1,4,-3
COCCNC(=S)NNC(=O)c1ccc(-n2cnnn2)cc1,3,8,-4,4,8,nt,13,-4
COc1ccc(C(=O)NCC(c2ccco2)N2CCc3ccccc32)cc1OC (centres undefined),2,5,3,-8,nt,3,-9,17
OCCC1CN(Cc2cccc3nonc23)CCN1C1CCCCC1 (centres undefined),6,2,6,-12,nt,-6,-8,-2
O=C(Cn1nc(C(=O)O)c2ccccc2c1=O)Nc1ccc(Br)cc1,-1,2,19,5,nt,-2,0,1
COc1ccc(S(=O)(=O)N(C)C[C@@H]2Oc3ccc(N(C)C)cc3CC(=O)N([C@@H](C)CO)C[C@H]2C)cc1,1,1,-1,3,-4,-3,49,-19
O=C(Nc1ccc(NC(=O)c2cccs2)c(Cl)c1)c1ccco1,2,-2,10,4,nt,nt,-8,-10
CCNC(=S)NCc1ccc2[nH]c(C)cc2c1,-1,12,-12,2,-21,8,5,-1
CCn1c(SCC(=O)Nc2cc(C)on2)nnc1-c1ccc(OC)cc1,-4,5,-7,-16,17,nt,-10,1
COCC(=O)N1CC[C@H]2[C@H](CO)Nc3ccc(C#Cc4ccc(F)cc4)cc3[C@H]21,nt,1,nt,2,0,nt,-5,-4
NC(CSS(=O)(=O)O)=NCCC12CC3CC(CC(O)(C3)C1)C2,7,2,40,-1,nt,nt,-5,-7
CCOC(=O)C1=C(C)Nc2nc(SCC)[nH]c(=O)c2C1c1ccncc1 (centres undefined),nt,nt,-4,4,-3,11,nt,nt
Fc1ccc(-n2cc(CNCCc3ccccn3)c(-c3ccccc3Cl)n2)cc1,13,-2,14,-8,-2,-5,2,-7
Oc1ccc2ccccc2c1C=NC1CCCCC1,-2,-4,18,-7,-9,nt,nt,0
O=C(CCn1nnc2ccccc21)OCC(=O)c1ccc([N+](=O)[O-])cc1,-1,-4,13,5,-4,2,2,-5
O=C(COc1ccccc1)NC(=S)Nc1cccc([N+](=O)[O-])c1,nt,nt,-1,-2,8,-7,3,nt
CCN(C(=O)COC(=O)c1nc2nc(C)cc(C)n2n1)C1CCS(=O)(=O)C1 (centres undefined),-1,1,-3,-9,5,-3,-5,-21
CN(c1ccccc1)S(=O)(=O)c1cc(C(=O)OCC(=O)N2CCN(C(=O)c3ccco3)CC2)ccc1Cl,2,60*,81*,-5,10,nt,nt,2
COCC(=O)N1C[C@H](C)[C@@H](OC)CN(C)C(=O)c2ccc(NC(=O)Nc3ccccc3)cc2OC[C@H]1C,-8,0,-12,4,1,0,3,7
CN1C(=O)c2cc(NC(=O)c3cc(F)cc(F)c3)ccc2OC[C@H]2O[C@@H](CC(=O)O)CC[C@@H]21,9,-2,-16,4,0,3,-13,18
COc1ccccc1CNC(=O)COC(=O)c1cccc(S(=O)(=O)N2CCCCC2)c1,-2,-2,12,-3,nt,1,-4,9
C/C(N)=C(/C#N)C(=O)COC(=O)CNS(=O)(=O)c1ccc2ccccc2c1,9,nt,10,1,nt,nt,1,-4
CS(=O)(=O)Nc1ccc2c(c1)[C@H]1C[C@@H](CC(=O)NCc3ccc(Cl)cc3)O[C@H](CO)[C@H]1O2,1,-1,7,-21,-6,0,1,-2
COc1ccc(NS(=O)(=O)c2cccc(C(=O)N/N=C(/C)c3ccc(-n4ccnc4)cc3)c2)cc1,7,1,nt,-5,10,nt,-9,2
Clc1ccc(-c2nc(Cc3ccccc3)no2)cc1,nt,5,nt,nt,nt,6,-67,3
CC(=O)C[C@@H](O)CC(=O)[C@H]1OC(=O)CCCCCCc2ccccc21,3,-2,10,-10,nt,0,1,-2
Oc1c(Br)cc(Br)cc1CNn1cnnc1,0,0,10,5,nt,0,1,-7
O=C(NCc1ccccc1)[C@@H]1[C@@H](CO)[C@@H]2Cn3c(cccc3=O)[C@H]1N2CC1CCCC1,-2,2,-17,nt,nt,-1,-2,10
CC1(C(=O)NS(=O)(=O)c2cccc(Cl)c2)CCN1C(=O)COc1ccc(Cl)cc1 (centres undefined),-1,2,-7,-6,nt,-1,-5,-4
COc1ccc(Cl)cc1NC(=O)CN(C)CC(=O)Nc1ccc(Br)cc1,-1,-3,4,-6,-8,nt,3,-2
CCOC(=O)N1CCN(C(=O)c2ccc3c(c2)N(Cc2cc(C)ccc2C)C(=O)c2ccccc2S3=O)CC1 (centres undefined),nt,2,-9,1,-17,1,3,1
CCCNC(=O)N(C)C[C@@H]1Oc2cc(-c3ccccc3)ccc2S(=O)(=O)N([C@@H](C)CO)C[C@H]1C,-6,2,-21,nt,2,1,1,5
COCCn1c(SCC(=O)Nc2ccccc2C(F)(F)F)nc2ccccc2c1=O,3,-4,17,3,nt,-1,-11,-4
C[C@H]1CN([C@@H](C)CO)C(=O)c2cccc(NC(=O)Nc3ccccc3)c2O[C@@H]1CN(C)Cc1ccc(Cl)c(Cl)c1,-2,6,14,-2,9,0,-10,-12

# Continued; it opens with the two that closed the last part.
SMILES,EWS-Fli inh,ERAP1 inh,PAX8 reporter,FN deposition inh,PGC1a acetyl inh,PglD inh,LGR2 antag,S100A4 MyoIIA
COCCn1c(SCC(=O)Nc2ccccc2C(F)(F)F)nc2ccccc2c1=O,3,-4,17,3,nt,-1,-11,-4
C[C@H]1CN([C@@H](C)CO)C(=O)c2cccc(NC(=O)Nc3ccccc3)c2O[C@@H]1CN(C)Cc1ccc(Cl)c(Cl)c1,-2,6,14,-2,9,0,-10,-12
Cc1cc(C)cc(-n2c(C)nc3cc(C(=O)O)ccc32)c1,6,-1,9,3,8,nt,3,2
CCOc1ccccc1C(=O)N[C@H](C(=O)NCc1ccccc1)C(C)C,8,3,5,nt,-2,nt,-1,3
O=C(Nc1ccc(F)cc1F)c1cc(Cl)sc1Cl,-37,-1,-22,7,6,2,-10,-1
COc1ccccc1CNC(=O)CCc1nnc2ccc(NCCCN3CCCC3=O)nn12,1,-6,-14,20,6,-4,1,2
COc1ccc2c3c([nH]c2c1)[C@H](CO)N(S(=O)(=O)c1cn(C)cn1)CC31CCN(CC2CCCC2)CC1,7,-13,-31,2,nt,nt,5,13
CCOC(=O)c1ccc(NC(=O)c2cc(C)nc3ccccc23)cc1,-1,0,-13,1,-4,-4,4,6
CN(Cc1ccccc1)C(=O)c1ccc(NC(=O)Cc2cccc(NC(=O)C3CCCN(C(=O)C4CCCC4)C3)c2)cc1 (centres undefined),4,-1,15,-3,-15,5,-6,0
O=C(NCCN1CCOCC1)c1sc2ccccc2c1Cl,-28,2,-6,-8,3,nt,-54,-1
Cc1ccnc(NS(=O)(=O)c2ccc(NC(=O)/C=C/c3cccs3)cc2)n1,-5,-1,10,-8,nt,nt,6,0
CC(C(=O)NCCc1nc2ccccc2[nH]1)n1cc([N+](=O)[O-])cn1 (centres undefined),0,4,3,-19,nt,nt,1,-14
C[C@]12C(=O)N(c3ccc(Br)cc3)C(=O)N1[C@H]1c3ccccc3OC[C@@H]1[C@H]2c1ccccc1,-36,2,9,8,6,1,nt,2
COc1ccc(S(=O)(=O)N2CCOC2CNC(=O)C(=O)NCCc2ccccc2)cc1 (centres undefined),4,-4,-7,-9,-12,-6,-18,1

# A few values from the entries so far.
# Under FN deposition inh, O=C(COc1ccccc1)NC(=S)Nc1cccc([N+](=O)[O-])c1 shows -2
# Under FN deposition inh, CCOC(=O)C1=C(C)Nc2nc(SCC)[nH]c(=O)c2C1c1ccncc1 (centres undefined) shows 4
# Under PAX8 reporter, COc1ccccc1CNC(=O)CCc1nnc2ccc(NCCCN3CCCC3=O)nn12 shows -14
# Under PAX8 reporter, O=C(Nc1ccc(NC(=O)c2cccs2)c(Cl)c1)c1ccco1 shows 10
# Under LGR2 antag, COc1ccc(Cl)cc1NC(=O)CN(C)CC(=O)Nc1ccc(Br)cc1 shows 3

# Following part:
SMILES,EWS-Fli inh,ERAP1 inh,PAX8 reporter,FN deposition inh,PGC1a acetyl inh,PglD inh,LGR2 antag,S100A4 MyoIIA
COc1ccc(S(=O)(=O)Nc2ccc3c(c2)C(=O)N([C@@H](C)CO)C[C@@H](C)[C@@H](CN(C)Cc2ccc(C(=O)O)cc2)O3)cc1,-2,-1,nt,3,6,4,-14,1
Cn1c(=O)cc(OCCCC(=O)N2CCCCC2)c2ccccc21,nt,nt,22,-5,-2,0,nt,nt
COC(=O)c1sc(C(F)(F)F)c(-c2ccccc2)c1S(=O)(=O)N1CCOCC1,12,-2,4,-4,-7,-10,nt,0
COc1cccc2c1nc(C)c1cc(C)oc12,nt,0,nt,nt,nt,6,-46,-4
CCOC(=O)C1C(=O)OC(C)(C)C1C(C)C(=O)c1ccc(C)cc1C (centres undefined),-1,-2,1,8,-7,nt,3,1
O=[N+]([O-])c1cncc([N+](=O)[O-])c1Nc1cccc(O)c1,27,2,47,4,-4,5,26,3
Cc1ccc(-c2nnc(SCC(=O)NC3CCCC3)n2C)cc1,-1,2,-1,5,nt,2,11,0
CN1C[C@H](O)COC[C@H]2O[C@@H](CC(=O)NC3CCCC3)CC[C@@H]21,5,0,6,-6,4,2,-9,11
CC1(C(=O)NS(=O)(=O)c2cccs2)CCN1C(=O)Cc1ccc(-c2ccccc2)cc1 (centres undefined),3,-1,-23,8,8,-4,3,-3
C=CCC(CC=C)(C(N)=O)c1ccccc1,-1,-3,-4,nt,-5,9,-11,-3
CN(C(=O)COC(=O)CNC(=O)c1ccc2ccccc2c1)c1c(N)n(Cc2ccccc2)c(=O)[nH]c1=O,-4,1,nt,-2,-1,5,4,-2
O=C(Nc1ccc(Cl)c(Cl)c1)N(Cc1cccnc1)Cc1ccco1,nt,-2,nt,-5,-3,-1,10,0
COC(=O)[C@]12C[C@H](CC(=O)NCCC(C)C)C(=O)N(Cc3ccccc3)C1=C[C@H](C(C)C)O[C@@H]2C1CC1,1,-4,-29,-7,nt,nt,14,18
CNC[C@@H]1Oc2cc(C#C[C@@H](C)O)ccc2S(=O)(=O)N([C@@H](C)CO)C[C@H]1C,2,-1,nt,-2,3,0,-3,-12
COCC(=O)Nc1ccc2c(c1)C(=O)N(C)C[C@@H](OC)[C@@H](C)CN(Cc1ccccc1F)[C@@H](C)CO2,5,0,-8,-6,-12,2,-8,-13
C[C@H](CO)N1C[C@H](C)[C@H](CN(C)C(=O)c2cccc(F)c2)Oc2cc(-c3cccnc3)ccc2S1(=O)=O,1,-4,nt,3,-7,0,9,7
Cc1cc(C)c2[nH]c(=O)c(CN(Cc3ccc4c(c3)OCO4)Cc3nnnn3C3CCCC3)cc2c1,nt,-1,nt,nt,nt,-5,9,2
Cc1noc(C)c1S(=O)(=O)N(C)C[C@H]1OCCCC[C@@H](C)Oc2ccc(NC(=O)Cc3ccccc3)cc2C(=O)N([C@@H](C)CO)C[C@@H]1C,8,0,6,nt,5,0,15,14
COc1ccc(-c2ccc(C3[C@H]4CNC[C@@H]3N4C(=O)Nc3ccc4c(c3)OCO4)cc2)cc1 (some centres undefined),nt,1&1,nt,5&7,nt,nt,-17&-29,11&-2
COc1ccc(C2CC(c3cccs3)=NN2C(=O)CSc2nc(=O)n3ccccc3n2)cc1 (centres undefined),-3,0,20,-8,nt,4,11,3

# The order is random, and some 2.1% of all compounds hit somewhere here.
